High-throughput results deposited in PubChem BioAssay by National Center for Advancing Translational Sciences (NCATS).
B2AR arrestin = beta2AR (human) beta-arrestin recruitment activity | P07550 | beta-arrestin recruitment to beta2AR, cell-based reporter | Potency, µM (doses to about 46.1 µM), for the others: at the highest dose activation, hits mostly activators | actives 0.02% (n = 330,000) | AID 492947;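 further: potency means the concentration at half of the fitted maximal effect; 0% = DMSO controls and full agonism = EC100 isoproterenol or metaproterenol; nearly all actives have a fitted effect of over 65% in size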
BRCA1 expr up = BRCA1 expression activation. Potency, µM (doses to about 46.1 µM), for the others: at the top dose activation, actives largely listed as activators. actives 1.1% (n = 380,000). MCF7-BRCA1-FFLuc reporter, luminescence, 48 h; response scale: scaled: vehicle 0%, 10 µM genistein 100%. AID 624202; further: potency means the concentration at half of the fitted maximal effect; nearly all actives have a fitted effect of over 80% in size; some results filed as inactive show a strong effect at the top dose
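Compounds are tested at multiple concentrations on MCF7 BRCA1-luciferase reporter cells seeded at 2000 per well; after 48 h, a single luminescence end-point is taken and curves fitted to the normalized data.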
p53 reactivation = re-activators of mutant p53. actives 0.063% (n = 320,000). Potency, µM (highest dose often 92.2 µM), for the others: at the highest dose activity change, positive = activation, most hits filed as activators. AID 504706. H1299 p53-A138V BP100-luciferase reporter, luminescence, 24 h; further: potency means the concentration at half of the fitted maximal effect; % of control where 0% means no effect; nearly all actives have a fitted effect of over 45% in size
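H1299 (p53-null), stable ts p53-A138V + BP100-Luc; 1000 cells/well, Opti-MEM/10% FBS; cpd 4 pt, 1:5; 24 h, 37 deg C, 5% CO2; detection reagent 10 min RT; luminescence.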
PTAP TSG101 blk = blocks PTAP/TSG101 interaction to inhibit HIV-1 budding | 340,000 tested, under 10 active | Q99816 | Fluorescence polarization, FITC-PTAP peptide / Tsg101 binding | Potency, µM (titrated, usually from 115 µM), for inactives: at the highest dose activity change, negative = inhibition, most hits filed as inhibitors | AID 493005; active means well fitted inhibition curve with a large enough effect in the main read-out, with a control signal flat, not every such curve was filed as active; inconclusive means small, poorly fitted or top-dose-only effect, or effect the other way, or a change in a side signal; inactive means no such curve, though single readings can be large or run the other way; further: potency means the concentration at half of the fitted maximal effect; % of control where 0% means no effect
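Tsg101 binding domain (10 uM final) was mixed with compound and a FITC-labeled PTAP peptide (50 nM final) in HEPES pH 7.5 buffer with NaCl, Tween 20, EDTA and TCEP; fluorescence polarization was read after 20 min at r.t.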
AT treatment = potential ataxia-telangiectasia treatment; […] A-T fibroblasts, KAP-1 phosphorylation AlphaLISA; neocarzinostatin DNA damage 30 min before lysis; Potency, µM (highest dose often 57.5 µM), for the others: top-dose activation, most hits filed as activators; actives 0.19% (n = 320,000); further: potency means the concentration at half of the fitted maximal effect; % of control where 0% means no effect; nearly all actives have a fitted effect of over 45% in size
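hTERT-immortalized A-T patient fibroblasts ([…]), 500 cells/well in OPTI-MEM, 1% FBS, got compounds for 60 min, then NCS for 30 min at 37C. Lysates were then assayed for phospho-KAP-1 by AlphaLISA (anti-pKAP1 donor, anti-KAP1 acceptor beads), 6 hr at 25C.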
TCR activator = T cell receptor activation. primary human leukocytes, anti-CD3, IL-2 HTRF, 48 h. 330,000 tested, under 10 active. Potency, µM (series often up to 9.22 µM), for inactives: at the highest dose activation of IL-2 secretion, most hits filed as activators; further: % of control where 0% means no effect
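1) Mix primary human leukocytes, a-CD3 beads and compound. 2) Incubate 48 hr. 3) Add HTRF IL-2 reagents (a-IL-2-K, a-IL-2-d2).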
Integrin act MD = integrin-mediated muscular dystrophy alleviation activation | alpha7betagal myoblasts, beta-gal FDG fluorescence, 48 h | Potency, µM (series often up to 38.3 µM), for inactives: at the highest dose activation, most hits filed as activators | actives 0.064% (n = 350,000);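 further: potency means the concentration at half of the fitted maximal effect; 100% = response of the positive control SU9516; nearly all actives have a fitted effect of over 60% in size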
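Alpha7betagal+/- myoblasts (passage 13) were plated 16-24 hr, then exposed to compounds (1:260 dilution of DMSO stock) for 48 hours at 37C. After MPER lysis, β-galactosidase reporter activity was read as FDG fluorescence (ex 480/em 540) after 30 minutes.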
CXXC DNA block = blocks binding of human MLL CXXC domain to DNA. Q03164. MLL-CXXC / FITC-HOXA9 DNA fluorescence polarization. Potency, µM (highest dose often 115 µM), for inactives: at the top dose activity change, negative = inhibition, usual class: inhibitors. actives 0.037% (n = 290,000). AID 2662; active means well fitted inhibition curve with a large enough effect in the polarisation, with a control signal flat, not every such curve was filed as active; inconclusive means small, poorly fitted or top-dose-only effect, or effect the other way, or a change in a side signal; inactive means no such curve, though single readings can be large or run the other way; the % refers to the polarisation; further: potency means the concentration at half of the fitted maximal effect
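Steps: dispense CXXC domain solution (7 uM) → pin compounds or unlabeled HOX-A9 DNA control → 5 min ambient → add FLSN-HOX-A9 solution (50 nM) → spin → 30 min ambient → fluorescence polarization. Tris pH 7.5/NaCl/DTT/BSA buffer.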
ELG1 DNA repair = inhibitors of ELG1-dependent DNA repair in HEK293T cells; HEK293T ELG1-luciferase reporter, luminescence, 16 h; DNA damage induced by 5-fluorouridine; Potency, µM (titrated, usually from 46.1 µM), inactives show top-dose activity change, negative = inhibition, most hits filed as inhibitors; actives 2.3% (n = 330,000); AID 504467; further: potency means the concentration at half of the fitted maximal effect; on the % scale 0 is the no-effect control and ±100 the full control effect; nearly all actives have a fitted effect of over 55% in size
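Cells (2,000 per well) received 5-fluorouridine plus test compound or DMSO and were incubated 16 hr at 37 °C, 5% CO2. Luciferase activity was read by luminescence 30 min after ONE-Glo addition; signal suppression marked inhibition of damage-induced ELG1 function.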
TRPV1 agonist = human TRPV1 agonism; AID 540275; TRPV1-expressing cells, Fluo-8 calcium influx, agonist mode; activation, % at 8.33 µM; actives 0.19% (n = 320,000); in the data active means activation above about 80%; inconclusive means between about 30% and that limit; further: 0% is about no effect
Target sequence (Q8NER1 whole entry, looked up): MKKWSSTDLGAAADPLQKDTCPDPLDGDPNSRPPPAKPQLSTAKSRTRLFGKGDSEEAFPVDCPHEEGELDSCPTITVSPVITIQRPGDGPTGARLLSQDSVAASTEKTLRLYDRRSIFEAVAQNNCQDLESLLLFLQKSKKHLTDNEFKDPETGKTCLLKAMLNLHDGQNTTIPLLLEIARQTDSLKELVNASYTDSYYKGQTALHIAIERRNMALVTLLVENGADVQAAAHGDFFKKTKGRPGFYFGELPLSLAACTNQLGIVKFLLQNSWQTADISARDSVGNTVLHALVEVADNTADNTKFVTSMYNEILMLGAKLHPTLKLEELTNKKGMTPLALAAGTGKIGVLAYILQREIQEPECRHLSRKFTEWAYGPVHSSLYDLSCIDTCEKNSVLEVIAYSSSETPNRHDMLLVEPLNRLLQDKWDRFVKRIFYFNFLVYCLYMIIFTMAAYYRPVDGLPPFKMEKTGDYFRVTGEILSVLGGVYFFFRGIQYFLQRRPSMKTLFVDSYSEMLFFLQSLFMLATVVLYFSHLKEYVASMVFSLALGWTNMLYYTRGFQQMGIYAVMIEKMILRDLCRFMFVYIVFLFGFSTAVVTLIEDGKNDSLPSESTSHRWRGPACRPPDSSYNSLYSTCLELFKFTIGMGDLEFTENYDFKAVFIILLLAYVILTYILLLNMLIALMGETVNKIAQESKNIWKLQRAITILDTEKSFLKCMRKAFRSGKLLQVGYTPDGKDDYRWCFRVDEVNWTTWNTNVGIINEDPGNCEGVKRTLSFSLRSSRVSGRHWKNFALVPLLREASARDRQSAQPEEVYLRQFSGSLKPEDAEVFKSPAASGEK
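Fluo-8 calcium influx in TRPV1-expressing cells, kinetic read (ex 480/em 520 nm). Compound added and read 3 min for agonist activity, followed by capsaicin at EC20 final and 2 min further read for enhancement.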
* = called active by the depositor; & = joins results of further samples; [ ] = dose if it differs, or a comment. Unless noted, the call rests on the fitted dose curve; in most records, active means well fitted curve in the direction sought with a large enough effect; inconclusive means small, poorly fitted or top-dose-only effect, or another doubt; inactive means no such curve, though single readings can be large; an effect the other way counts as inactive or inconclusive.

Results for CN(C)Cc1ccc(CNC(=O)c2ccc(Cl)c(S(=O)(=O)NC3CC3)c2)cc1 ?
B2AR arrestin: 0.0%; BRCA1 expr up: -38%; p53 reactivation: 2%; PTAP TSG101 blk: 2%; AT treatment: -3%; TCR activator: 2%; Integrin act MD: -8%; ELG1 DNA repair: 23%; TRPV1 agonist: -7

Results for Cc1ccc(N(C(=O)C2COc3ccccc3O2)C(C(=O)NC2CCCCC2)c2cn(C)nc2C)cc1 (stereo not given) ?
B2AR arrestin: 0.5%; p53 reactivation: 2%; TCR activator: 0%[46.1 µM]; CXXC DNA block: -1%; ELG1 DNA repair: 0%; TRPV1 agonist: -1

What do the screens show for `Cn1c(SCc2c(F)cccc2Cl)nnc1-c1cnccn1`?
B2AR arrestin: -0.1%; BRCA1 expr up: 2.5µM*; p53 reactivation: 27%; PTAP TSG101 blk: -3%; AT treatment: 11%; TCR activator: -8%; Integrin act MD: -5%; CXXC DNA block: 0%; ELG1 DNA repair: inconclusive; TRPV1 agonist: -1

Results for COc1cc2oc3ccccc3c2cc1N(CC(=O)N(C)C)S(=O)(=O)c1ccc(C)cc1 ?
B2AR arrestin: -0.4%; BRCA1 expr up: -7%; p53 reactivation: -6%; PTAP TSG101 blk: 0%; AT treatment: 0%; TCR activator: -3%; Integrin act MD: 20%; CXXC DNA block: 3%; ELG1 DNA repair: -4%; TRPV1 agonist: inconclusive

Results for CC(=O)[C@@H]1[C@@H](C)N(Cc2ccccc2)C(=O)N[C@H]1c1cccc(C(F)(F)F)c1 ?
B2AR arrestin: -0.4%; BRCA1 expr up: -13%; p53 reactivation: -5%; PTAP TSG101 blk: 2%; AT treatment: -29%; TCR activator: 3%; Integrin act MD: -40%; CXXC DNA block: 19%; ELG1 DNA repair: -8%; TRPV1 agonist: 10

What do the screens show for `COCCn1c(-c2ccc(Cl)cc2)nc2c(c(=O)c3ccccc3n2C)c1=O`?
B2AR arrestin: -0.3%; p53 reactivation: -2%; AT treatment: -8%; TCR activator: 4%[46.1 µM]; CXXC DNA block: 3%; ELG1 DNA repair: -18%; TRPV1 agonist: 8

Results for Cc1ccccc1-c1ccnc2[nH]n(-c3ccccc3)c(=O)c12 ?
B2AR arrestin: -1.0%; BRCA1 expr up: -23%&15%; p53 reactivation: 7%; PTAP TSG101 blk: 0%; AT treatment: 0%; TCR activator: -2%; Integrin act MD: inconclusive; CXXC DNA block: 13%; ELG1 DNA repair: 5%; TRPV1 agonist: 11

How did Cn1c(=O)n(C)c2cc(S(=O)(=O)Nc3ccccc3O)ccc21 do in these assays?
B2AR arrestin: 0.1%; BRCA1 expr up: -37%; p53 reactivation: -2%; PTAP TSG101 blk: 2%; AT treatment: 1%; TCR activator: 5%; Integrin act MD: 17%; CXXC DNA block: 1%; ELG1 DNA repair: inconclusive; TRPV1 agonist: -2

Results for CCOc1ccccc1NC(=O)CN1C(=O)C(C)SC(C)C1=O (stereo not given) ?
B2AR arrestin: 0.0%; BRCA1 expr up: -8%; p53 reactivation: -2%; PTAP TSG101 blk: 1%; AT treatment: 2%; TCR activator: 9%; Integrin act MD: -10%; CXXC DNA block: -1%; ELG1 DNA repair: 10%; TRPV1 agonist: 5

Results for c1nc(NC2CCCCCC2)c2[nH]cnc2n1 ?
B2AR arrestin: 0.0%; BRCA1 expr up: 48%&53%; p53 reactivation: -1%; PTAP TSG101 blk: -4%; AT treatment: 0%; TCR activator: 3%[46.1 µM]; Integrin act MD: 13%; CXXC DNA block: 12%; ELG1 DNA repair: inconclusive; TRPV1 agonist: 15

What do the screens show for `CN1CCN(CC(=O)O)CC1`?
B2AR arrestin: 0.0%; BRCA1 expr up: 6%; p53 reactivation: 0%; PTAP TSG101 blk: -6%; TCR activator: 2%; Integrin act MD: 6%; CXXC DNA block: -8%; ELG1 DNA repair: inconclusive; TRPV1 agonist: -1

Results for COc1ccccc1C(=O)N1CCN(c2ccccn2)CC1 ?
B2AR arrestin: -1.8%; BRCA1 expr up: 8%; p53 reactivation: -4%; PTAP TSG101 blk: -7%; AT treatment: -6%; TCR activator: 4%; Integrin act MD: -21%; CXXC DNA block: 3%; ELG1 DNA repair: inconclusive; TRPV1 agonist: 1

Results for Cc1ccccc1NC(=O)C(C)OC(=O)C1CC(=O)N(Cc2ccco2)C1 (stereo not given) ?
B2AR arrestin: -0.1%; BRCA1 expr up: 17%; p53 reactivation: -3%; PTAP TSG101 blk: -7%; AT treatment: -6%; TCR activator: 2%; Integrin act MD: inconclusive; ELG1 DNA repair: 14%; TRPV1 agonist: -3

Results for O=C(NC(=S)Nc1ccc(Cl)cn1)c1cc([N+](=O)[O-])ccc1N1CCOCC1 ?
B2AR arrestin: -0.7%; BRCA1 expr up: 2%; p53 reactivation: inconclusive; PTAP TSG101 blk: -3%; AT treatment: 4%; TCR activator: -8%; Integrin act MD: 21%; CXXC DNA block: 15%; ELG1 DNA repair: 0%; TRPV1 agonist: 4

How did CC(C)(C)NCC(O)Cn1cc(C=O)c2ccccc21 (stereo not given) do in these assays?
B2AR arrestin: 6.9%; BRCA1 expr up: 20%; p53 reactivation: -3%; PTAP TSG101 blk: -3%; AT treatment: -2%; TCR activator: -3%; Integrin act MD: -19%; CXXC DNA block: 40%[activator]; ELG1 DNA repair: 3%; TRPV1 agonist: 1

Results for O=C(c1cccc(NS(=O)(=O)c2cccc([N+](=O)[O-])c2)c1)N1CCOCC1 ?
B2AR arrestin: -0.4%; BRCA1 expr up: -5%; p53 reactivation: 4%; PTAP TSG101 blk: -10%; AT treatment: 3%; TCR activator: -3%; Integrin act MD: 11%; CXXC DNA block: 34%[activator]; ELG1 DNA repair: 8%; TRPV1 agonist: -1

What do the screens show for `CCOC(=O)c1c(C)[nH]c(C=O)c1Cc1cccc(Cl)c1`?
B2AR arrestin: -0.5%; BRCA1 expr up: -54%; p53 reactivation: -4%; PTAP TSG101 blk: -4%; AT treatment: 6%; TCR activator: 8%[46.1 µM]; Integrin act MD: 18%; CXXC DNA block: -6%; ELG1 DNA repair: -2%; TRPV1 agonist: 28

Results for CC(=O)c1c2c3c(cccc3n(C)c1=O)C(=O)c1ccccc1-2 ?
B2AR arrestin: -0.3%; BRCA1 expr up: -4%; PTAP TSG101 blk: -21%; AT treatment: 9%; Integrin act MD: 2%; CXXC DNA block: -23%; ELG1 DNA repair: -9%; TRPV1 agonist: 2

How did O=C(CNC(=O)c1ccc(Br)o1)OCc1ccc(Br)cc1 do in these assays?
B2AR arrestin: -2.3%; BRCA1 expr up: 4%; p53 reactivation: 10%; PTAP TSG101 blk: -1%; AT treatment: 7%; TCR activator: -5%; Integrin act MD: 24%; ELG1 DNA repair: -1%; TRPV1 agonist: 15

How did COc1ccc(N2C(=O)c3ccccc3C(C)(C)C2=O)cc1 do in these assays?
B2AR arrestin: -0.1%; BRCA1 expr up: 8%; p53 reactivation: -2%; PTAP TSG101 blk: -7%; AT treatment: 1%; TCR activator: 0%; Integrin act MD: -7%; CXXC DNA block: 4%; ELG1 DNA repair: 8%; TRPV1 agonist: 6

How did CN1C(C(=O)NCc2ccccc2)CC2Cn3c(nc4ccccc43)C21 (stereo not given) do in these assays?
B2AR arrestin: -0.9%; BRCA1 expr up: 13%; p53 reactivation: 7%; PTAP TSG101 blk: -2%; AT treatment: -13%; TCR activator: -2%; Integrin act MD: 8%; CXXC DNA block: 10%; ELG1 DNA repair: 0%; TRPV1 agonist: 0

How did Cc1ccnc(Cc2ccccc2)n1 do in these assays?
B2AR arrestin: 2.6%; BRCA1 expr up: -11%; p53 reactivation: 13%; PTAP TSG101 blk: 2%; AT treatment: 50%; TCR activator: -1%; Integrin act MD: -2%; CXXC DNA block: -3%; ELG1 DNA repair: inconclusive; TRPV1 agonist: 4

Results for OCCNCC1(O)C2CC3CC(C2)CC1C3 (stereo not given) ?
B2AR arrestin: 0.2%; BRCA1 expr up: 5%; p53 reactivation: -3%; PTAP TSG101 blk: -2%; AT treatment: 0%; TCR activator: -4%; Integrin act MD: -11%; CXXC DNA block: 5%; ELG1 DNA repair: -6%; TRPV1 agonist: 2

What do the screens show for `Nc1nnn(CC(=O)N/N=C/c2ccccc2)n1`?
B2AR arrestin: -0.2%; BRCA1 expr up: -5%; p53 reactivation: -3%; PTAP TSG101 blk: -4%; AT treatment: 9%; TCR activator: 12%; Integrin act MD: inconclusive; CXXC DNA block: -24%; ELG1 DNA repair: 9%; TRPV1 agonist: 1

Results for COc1ccc2nc(C)cc(SCC(=O)N3CCCCC3)c2c1 ?
B2AR arrestin: -0.2%; BRCA1 expr up: -22%; p53 reactivation: -4%; PTAP TSG101 blk: 1%; AT treatment: 2%; TCR activator: -1%; Integrin act MD: 8%; CXXC DNA block: -9%; ELG1 DNA repair: inconclusive; TRPV1 agonist: 5

The order is random; about 3.8% have a hit in one of these screens.
